PolyA inhibitor: inhibitors of polyadenylation in S. cerevisiae; actives 0.02% (n = 300,000); S. cerevisiae SKY197-pL101 polyadenylation reporter, beta-gal luminescence; efflux-impaired pdr1/pdr3 knockout yeast; score 100 = 6 SD above DMSO; calls only at 12 µM;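 active = lowest replicate activity score at least 50, where 100 means six control SD above control mean; inconclusive = lowest score under 50 but half or more replicates reach 50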;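 also: yeast exposed to compound for 9 h at 30 °C; higher score means more reporter readthrough which indicates perturbed polyadenylation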
AI-2 QS modul: modulates the Vibrio harveyi AI-2 quorum sensing system. Vibrio harveyi JMH597 AI-2 luminescence/OD600 ratio, 9 h; stronger effect = lower value; strain lacks LuxN and CqsS sensors; 0 = neutral-control median. actives 0.4% (n = 300,000). activity change, % at 7.5 µM; in the data active = activity change below about -75%, passing the limit was not always enough; inconclusive = no clear call, values can overlap the other calls;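 also: luminescence divided by OD600 gain over 9 h not by final OD600 alone; inactives centre near 13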
GSK3beta inhib: human GSK3beta kinase inhibition; GST-GSK3beta kinase, ADP-Glo luminescence, 60 min; stronger effect = lower value; activity score (negative = inhibition), % at 10 µM; actives 0.038% (n = 300,000);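 active = more than half of replicate wells score below -50%, meaning over 50% inhibition versus plate controls; inconclusive = some replicates but at most half score below -50%; inactive = no replicate scores below -50%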;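 also: 0% = median DMSO wells and -100% = median GW8510 positive control wells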
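Assay system: GST-fused GSK3beta enzyme, cell-free / Medium: Tris pH 7.5 buffer with MgCl2, DTT, BSA, heparin / Also added: peptide substrate plus 25 µM ATP (final) / Compound: 10 µM single point / Timing: kinase reaction with compound 60 min at room temperature / Detection: ADP-Glo luminescence / Benchmarks: DMSO neutral wells and GW8510 at 20 µM as positive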
HDAC3 inh: blocks human histone deacetylase 3. O15379. recombinant HDAC3, fluorogenic peptide/trypsin coupled, fluorescence. inhibition, % at 8.3 µM. actives 0.15% (n = 320,000); in the data active = inhibition above about 26%, passing the limit was not always enough; inconclusive = no clear call, values can overlap the other calls
Target sequence (O15379 whole entry, looked up): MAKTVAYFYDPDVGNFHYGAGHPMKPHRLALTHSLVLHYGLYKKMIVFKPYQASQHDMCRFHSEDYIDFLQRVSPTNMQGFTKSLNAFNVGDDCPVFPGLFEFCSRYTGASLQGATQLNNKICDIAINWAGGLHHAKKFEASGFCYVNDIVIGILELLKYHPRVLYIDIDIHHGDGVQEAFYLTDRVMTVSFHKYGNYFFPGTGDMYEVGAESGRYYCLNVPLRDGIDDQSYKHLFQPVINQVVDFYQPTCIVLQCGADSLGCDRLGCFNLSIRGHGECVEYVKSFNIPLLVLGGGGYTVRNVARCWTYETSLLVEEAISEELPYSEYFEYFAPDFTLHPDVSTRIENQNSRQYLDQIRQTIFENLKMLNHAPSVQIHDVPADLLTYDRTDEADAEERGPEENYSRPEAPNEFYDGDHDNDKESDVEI
HSF1 inhib: HSF1 inhibition. NIH3T3-HGL HSE-luciferase, MG132-induced, luminescence 8 h; stronger effect = lower value. activity change, negative = inhibition, % at 7.5 µM (by protocol). actives 0.77% (n = 300,000). AID 2098;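 active = more than half of replicate wells show activity change below -50%, luminescence cut by over half; inconclusive = some wells, but at most half, below -50%; inactive = no replicate well below -50%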;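 also: luciferase reports HSF-1 transcriptional activity via heat shock element; 0% = median of DMSO wells and -100% = zero luminescence signal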
Dyrk1A ADPGlo: inhibitors of rat Dyrk1A kinase. Q63470. ADP-Glo luminescence, NFATc1 peptide. inhibition, % at 12.5 µM. actives 0.43% (n = 310,000); in the data active = inhibition above about 50%;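 also: plate controls were vehicle with enzyme for no effect and no enzyme for full effect; many of its hits are not listed in these tables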
HSP90 refold inh: HSP90 refolding inhibition in rabbit reticulocyte lysate. AID 1789. luciferase refolding luminescence, 3 h. inhibition, % at 5.6 µM. actives 0.91% (n = 290,000);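 active = inhibition above the screen-wide mean plus 3 SD, computed separately per campaign, cut at about 16% in these data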;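 also: 0% = DMSO wells and 100% = 60 µM geldanamycin wells; inhibitors lower the luminescence because luciferase stays unfolded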
GSK3A inh: blocks human GSK-3 alpha kinase; P49840; ADP-Glo luminescence, 60 min; inhibition, % at 10 µM; actives 0.1% (n = 320,000); AID 2650;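 in the data active = inhibition above about 50%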;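 also: GST-tagged GSK-3 alpha with peptide substrate and 25 µM ATP; 0% = DMSO neutral wells and 100% = GW8510 positive control wells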
Target sequence (P49840 whole entry, looked up): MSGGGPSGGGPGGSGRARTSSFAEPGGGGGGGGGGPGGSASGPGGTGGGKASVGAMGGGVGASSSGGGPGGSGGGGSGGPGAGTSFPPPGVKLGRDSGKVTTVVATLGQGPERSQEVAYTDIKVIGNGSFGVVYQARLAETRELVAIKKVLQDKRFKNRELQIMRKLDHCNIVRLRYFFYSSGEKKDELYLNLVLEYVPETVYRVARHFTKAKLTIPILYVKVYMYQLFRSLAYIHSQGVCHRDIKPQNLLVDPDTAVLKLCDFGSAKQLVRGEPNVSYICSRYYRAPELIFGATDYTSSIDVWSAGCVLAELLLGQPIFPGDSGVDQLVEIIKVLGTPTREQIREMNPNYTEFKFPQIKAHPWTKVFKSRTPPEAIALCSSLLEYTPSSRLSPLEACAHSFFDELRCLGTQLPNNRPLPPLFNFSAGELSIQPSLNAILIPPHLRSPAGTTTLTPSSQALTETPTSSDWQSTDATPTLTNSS
Platelet DG rel: modulates dense granule release in human platelets. human platelet-rich plasma, SFLLRN dense granule ATP release, luminescence. actives 0.22% (n = 300,000). inhibition, %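 (compounds screened at 7.5 µM in platelet-rich plasma)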;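 active = mean replicate score, as percent of positive control, at or above 50; inconclusive = mean below 50 but at least one replicate at or above 50; inactive = mean and every replicate below 50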
HSF-1 act: increases HSF-1 driven luciferase reporter signal; NIH3T3-HGL HSF-1 luciferase reporter, MG132, 8 h; 100% = twice DMSO control signal; activation, % at 9 µM; actives 1.7% (n = 300,000); AID 504408;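 active = mean replicate activation of at least 50% with a set share of replicates each reaching 50%; inconclusive = only one of those two conditions met; inactive = mean below 50% and too few replicates reaching it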;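 also: 0% = median of the neutral control wells and 100% = twice that signal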
* hit, by the source's call; i = inactive; ? = inconclusive; . = no result given. An excerpt; the hit share may differ from the screen's.

HSP90 refold inh	HDAC3 inh	GSK3beta inhib	PolyA inhibitor	Dyrk1A ADPGlo	HSF-1 act	AI-2 QS modul	GSK3A inh	Platelet DG rel	HSF1 inhib	mol
-2	3	1	i	.	0	7	-2	-4	4	COC(=O)c1[nH]c2cccc(OC)c2c1NC(=O)CCN1CCC(C(N)=O)CC1
-1	-2	-3	i	-15	-1	-3	-3	3	-2	CS(=O)(=O)Nc1ccc(C(=O)NC2CCCCC2)cc1
.	-2	-1	i	8	4	19	-1	4	3	CCCN(C1CCS(=O)(=O)C1)S(=O)(=O)c1ccc(F)cc1 (stereo not given)
-5	-2	-3	i	-5	9	14	-3	8	-6	COc1ccc(C2=NN(C(=O)CCC(=O)O)C(c3ccccc3OC)C2)cc1 (stereo not given)
2	5	-1	i	22	.	26	5	.	.	CC1(C)Cc2nc3sc4c(SCC(=O)NCc5ccco5)ncnc4c3cc2CO1
1	2	-17	i	.	-2	25	-2	0	6	COc1cc2c(=O)n(CCC(=O)NCC3CCCO3)c(=O)n(CC(=O)Nc3ccc(C)cc3C)c2cc1OC (stereo not given)
-3	-4	1	i	-3	-13	12	2	-2	-9	O=C(CCS(=O)(=O)Cc1ccccc1F)NCc1ccccc1Cl
4	1	1	i	2	30	25	-2	-1	6	CCN(CC)C(=O)CC1(c2ccccc2OC)CCOC(C(C)C)C1 (stereo not given)
1	-4	.	.	5	.	.	-2	.	.	COc1ccc(N2CCN(c3oc(COc4ccccc4)nc3C#N)CC2)cc1
-3	0	0	i	2	7	13	-1	1	2	CCCOc1ccccc1C(=O)N(Cc1cccc(Br)c1)C1CCS(=O)(=O)C1 (stereo not given)
2	-1	0	i	11	0	-29	-9	5	7	c1ccc(CSCCc2ccncc2)cc1
-1	4	-2	i	-6	-9	15	-1	0	-1	O=C(N/C(=C/c1ccc(Br)cc1)C(=O)N1CCCCC1)c1ccccc1F
4	8	.	.	5	.	.	-1	.	.	Cc1noc(/C=C/N(C)C)c1S(=O)(=O)N1CCCC(C(=O)N2CCc3ccccc32)C1 (stereo not given)
-2	-6	0	i	1	-5	16	0	-5	-6	Cc1ccc2nsnc2c1NC(=O)c1cccnc1Cl
.	9	-3	i	-6	-8	10	0	4	-1	CCOC(=O)C1=C(C)NC(=O)NC1C(C)C (stereo not given)
1	2	3	i	-2	25	12	0	7	17	COc1ccc(C(=O)NCC2OCCc3ccccc32)c(O)c1 (stereo not given)
1	-7	-2	i	-1	19	36	2	-11	-5	CC(C)C(c1nnnn1Cc1cccs1)N1CCN(C(=O)c2ccco2)CC1 (stereo not given)
7	-5	1	i	2	-1	38	-1	2	-1	O=C(CN1CCN(Cc2ccccc2F)C1=O)NCc1ccco1
-1	7	-1	i	.	10	22	0	-1	10	CCNC(=S)/N=C(/Nc1ccccc1)Nc1nc(C)cc(C)n1
-3	-7	5	i	-7	-4	9	0	-1	-8	CC1(C)CC(=O)C=C(Nc2ccccn2)C1
-2	-6	3	i	-5	2	8	.	1	6	CC1SC(=NC(=O)C(C)N2C(=O)c3ccccc3C2=O)NC1=O (stereo not given)
-1	2	2	i	0	0	13	1	-3	8	Fc1ccc(C2CCCCN2Cc2nc(CC3CC3)no2)cc1 (stereo not given)
6	-12	4	i	-14	10	16	0	3	1	COC(CN1CCc2c(C)nc3c(C#N)cnn3c21)OC
2	.	0	i	8	9	26	1	-10	1	COc1cccc2sc(N(CCN(C)C)C(=O)c3ccc4c(c3)CCCC4)nc12
3	4	-1	i	-4	.	17	1	-7	.	Cc1ccc(C)c(NC(=O)CSc2nnc3n2CCCCC3)c1
0	-4	.	i	-1	-19	.	2	-7	-3	Cc1cc(C)n(CC(=O)O)n1
-6	3	-2	i	3	1	12	1	5	-1	COc1ccc(CCNS(=O)(=O)c2cn(C)cn2)cc1OC
1	-4	.	i	3	5	.	2	-7	-1	CC(=O)C1=C(c2ccccc2)NC(=O)NC1c1ccccc1 (stereo not given)
2	8	1	i	4	-32	37	-1	12	-19	COC(=O)c1ccc(C)c(NS(=O)(=O)c2ccc(OC)cc2)c1
-1	-5	-1	i	6	3	23	2	-3	0	Cc1c(OCC(=O)N[C@H](C(=O)O)c2ccccc2)ccc2c3c(c(=O)oc12)CCCC3
.	-6	0	i	12	4	10	-4	-27	1	CCCCn1c(N)c(N(CCC(C)C)C(=O)c2ccc(C)c(S(=O)(=O)N3CCOCC3)c2)c(=O)[nH]c1=O
-4	-12	7	i	0	17	28	-4	4	-6	O=C(COC(=O)Cc1ccccc1[N+](=O)[O-])NCc1ccccc1Cl
4	10	0	i	0	5	27	-2	-2	2	CC1(C)Cc2ccccc2-c2nnc(-c3cccnc3)n21
3	1	2	i	6	12	2	-1	2	3	COC(=O)c1[nH]c2ccccc2c1NC(=O)CN1CCCc2ccccc21
0	.	-4	i	1	3	1	.	-2	-3	O=C(c1cccs1)N1CCN(Cc2cn[nH]c2-c2ccc(F)cc2F)CC1
.	2	3	i	3	-22	25	0	2	-4	Cc1ccc(C)c(S(=O)(=O)N2CCN(C(=O)CNC(=O)c3ccc4ccccc4c3)CC2)c1
-3	-2	-2	i	-1	3	25	2	2	-12	COc1ccccc1NC(=O)COC(=O)CN1C(=O)C(=O)c2ccccc21
-5	3	1	i	1	-5	2	0	1	1	Cc1cc2cc(CN(Cc3cccs3)S(=O)(=O)c3ccc4c(c3)OCCO4)c(=O)[nH]c2cc1C
.	7	0	i	-4	-4	7	-1	27	2	CCN(CC(=O)Nc1c(F)cccc1F)C(=O)c1cc([N+](=O)[O-])ccc1N1CCCCC1
-1	2	-3	i	-3	27	2	0	3	5	Cc1nc(N2CCOCC2)c2c(C)c(C(=O)Nc3ccc(F)cc3F)sc2n1
1	.	2	i	3	5	15	-4	-15	-5	O=C(O)/C=C/C(=O)NCc1csc2ccccc12
1	.	3	i	1	-10	14	.	12	-1	CC1(CC(=O)O)C(=O)N=C2C=CC=CN21 (stereo not given)
-5	-2	3	i	-9	10	15	-1	1	5	O=C(CNC(=O)c1ccccc1)OC(C(=O)c1ccccc1)c1ccccc1 (stereo not given)
-6	?	-2	i	-4	-5	19	0	-3	0	O=C(c1cccc([N+](=O)[O-])c1)N1CCN(c2ccc(Cl)cc2)CC1
-4	-5	5	i	8	-3	24	1	0	-2	CCCCOc1ccc(C(=O)NN2CCN(C)CC2)cc1
1	.	0	i	6	12	12	0	4	2	Cc1cc(C)c2[nH]c(O)c(N=NC3=NC(=O)CS3)c2c1
-3	-4	2	i	-3	14	24	-1	-3	5	CCN1CCN(C(CNS(=O)(=O)c2ccc(F)cc2)c2cccnc2)CC1 (stereo not given)
1	1	-3	i	13	-4	6	-3	14	4	COC(=O)CSc1nc2cc3c(cc2cc1C)OCCO3
4	1	0	i	9	15	11	-5	2	7	Cc1ccc(NC(=O)CSc2nc3ccccc3c(=O)n2CCCC(=O)NCCCN2CCOCC2)cc1C
3	2	4	i	13	20	34	-4	6	4	CCc1ccc(C(=O)Nc2cccnc2Oc2ccc(Cl)cc2)cc1
3	.	0	i	0	33	14	.	-4	22	CCOC(=O)/C(=C/c1ccc(N2CCC(c3ccccc3)=N2)cc1)C(C)=O
-1	-5	1	i	-3	20	3	0	11	13	CCS(=O)(=O)c1ccc(O)c(NC(=O)COc2ccc(Cl)cc2)c1
3	2	3	i	1	14	19	-1	-1	-6	O=C(NC1CCS(=O)(=O)C1)N1CCCCC1 (stereo not given)
4	1	-4	.	-4	.	25	0	.	.	COc1ccc(-n2c3c(cc(C(=O)Nc4ccc(C)cc4)c2=O)C(=O)CCC3)cc1
1	-6	3	i	3	25	29	-1	2	-4	O=C(COc1ccc(C(=S)N2CCCC2)cc1)Nc1ccc(F)cc1
0	9	0	i	5	6	11	-1	-8	11	COc1ccccc1NC(=O)C(=O)N1N=C(C(C)C)CC1(O)C(F)(F)F (stereo not given)
0	1	2	i	2	-2	18	-1	2	-4	COC(=O)N1[C@H](C)C=C[C@]1(Cc1ccccc1)C(=O)O
-1	-3	2	i	.	-4	14	-3	24	0	CCc1nnc(NC(=O)C2=CCN(S(=O)(=O)c3ccc(F)cc3)CC2)s1
0	3	-1	i	3	-5	16	-2	-2	-6	COC(=O)C1=C(N)Oc2cc(C)n(Cc3cccnc3)c(=O)c2C1c1cccc(OC)c1OC (stereo not given)
2	0	-2	i	-3	-4	1	0	0	3	CCCc1nnc(NC(=O)C23CC4CC(CC(C4)C2)C3)s1
1	10	-2	i	2	21	3	2	29	9	Nc1c(C(=O)N/N=C/c2ccccc2)cnn1-c1ccccc1
-2	3	2	i	4	11	17	5	0	14	COC(=O)c1ccc(OCC(O)Cn2nnc3ccccc32)cc1 (stereo not given)

Screening results from PubChem BioAssay.
